Source: PubChem BioAssay
GASC-1 inh – blocks human GASC-1 demethylase activity; Q9H3R0; GST-JMJD2C(1-420) H3K9me3 demethylation, DELFIA europium; inhibition, % at 2.35 µM; 0.069% of 330,000 active; AID 2099;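 active = more than half of a compound's replicate wells show inhibition beyond 50%, single wells judged on their own value; inconclusive = some, but no more than half, of replicates pass 50% inhibition; inactive = no replicate passes 50% inhibition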;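 also: signal counts dimethyl H3K9 product captured on neutravidin plate; 0% = median of DMSO wells and 100% = 0.3 times that DMSO median; strong numbers were not always called active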
Efflux pump inh – antifungal efflux pump inhibition, Nile Red retention; S. cerevisiae Candida pump triplex; inhibition, % at 10 µM; 0.44% of 330,000 active;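 active = plate passing quality check with inhibition over a set limit, or well fluorescence over plate mean plus 4 SD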;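 also: Nile Red retained in pooled yeast measured as flow cytometry median fluorescence; 0% = buffer negative control and 100% = Enniatin B positive control; higher means more Nile Red kept so more efflux inhibition; some compounds called inactive have numbers as strong as hits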
PP5 primary – PP5 (human) phosphatase inhibition; P53041; purified PP5c, OMFP substrate fluorescence; inhibition, % at 6.7 µM; 0.18% of 320,000 active;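 active = inhibition above the campaign's mean inhibition across all tested compounds plus 3 SD, cut at about 9.5% in these data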;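 also: 0% = DMSO only and 100% = 100 µM cantharidin control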
PP1 counter – PP1-alpha (human) inhibition in PP5 counter-screen; 0.9% of 320,000 active; inhibition, % at 6.7 µM; purified PP1alpha, OMFP fluorescence; P62136;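 active = inhibition above the mean inhibition of all tested compounds plus 3 SD, computed separately for each screening campaign, cut at about 15% in these data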
LYPLA2 counter – blocks human lysophospholipase 2, a PME1 counter-screen; O95372; recombinant LYPLA2, FP-Rh probe fluorescence polarization; inhibition, % at 5.9 µM; 0.38% of 320,000 active; AID 2177;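 active = inhibition above the screen-wide mean plus 3 SD, limit set per campaign, cut at about 26% in these data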;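 also: 0% = LYPLA2 with DMSO and 100% = wells lacking LYPLA2 enzyme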
Target sequence (O95372 whole entry, looked up): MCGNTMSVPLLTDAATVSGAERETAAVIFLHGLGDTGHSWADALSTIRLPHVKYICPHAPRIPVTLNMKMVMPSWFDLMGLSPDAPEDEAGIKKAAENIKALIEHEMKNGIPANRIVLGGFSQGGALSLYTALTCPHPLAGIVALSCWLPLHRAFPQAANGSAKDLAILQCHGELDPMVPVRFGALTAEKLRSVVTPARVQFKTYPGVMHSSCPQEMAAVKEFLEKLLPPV
PREPL inhibitor – human PREPL enzyme inhibition; Q4J6C6; recombinant PREPL, fluorescence polarization activity-based probe; inhibition, % at 5.96 µM; 0.68% of 320,000 active; AID 2751; in the data active = inhibition above about 43%;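 also: 0% = enzyme with DMSO and 100% = wells lacking enzyme; many of its hits are not listed in these tables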
Target sequence (Q4J6C6 whole entry, looked up): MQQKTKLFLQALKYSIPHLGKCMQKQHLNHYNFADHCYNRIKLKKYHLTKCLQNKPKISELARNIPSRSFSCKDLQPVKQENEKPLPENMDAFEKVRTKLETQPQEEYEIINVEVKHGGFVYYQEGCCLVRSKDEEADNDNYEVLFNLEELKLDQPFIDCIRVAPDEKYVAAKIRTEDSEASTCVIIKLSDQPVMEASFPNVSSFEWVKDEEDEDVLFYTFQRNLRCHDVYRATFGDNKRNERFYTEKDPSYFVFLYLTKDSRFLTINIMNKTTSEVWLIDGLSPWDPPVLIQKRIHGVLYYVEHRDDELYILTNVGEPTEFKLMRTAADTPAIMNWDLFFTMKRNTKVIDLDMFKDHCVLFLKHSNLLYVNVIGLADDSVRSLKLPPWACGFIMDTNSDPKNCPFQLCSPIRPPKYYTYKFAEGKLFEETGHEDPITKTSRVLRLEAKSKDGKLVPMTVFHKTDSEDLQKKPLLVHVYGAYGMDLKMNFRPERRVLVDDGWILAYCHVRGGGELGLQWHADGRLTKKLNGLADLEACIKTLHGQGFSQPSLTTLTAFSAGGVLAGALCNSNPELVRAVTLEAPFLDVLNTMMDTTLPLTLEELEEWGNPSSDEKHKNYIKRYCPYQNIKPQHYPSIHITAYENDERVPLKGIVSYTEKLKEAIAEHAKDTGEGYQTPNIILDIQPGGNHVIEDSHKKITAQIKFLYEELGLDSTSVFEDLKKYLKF
TPT1 inhibitor – blocks Candida albicans tRNA 2'-phosphotransferase. recombinant caTPT1, FP RNA substrate dephosphorylation. inhibition, % at 5 µM. 0.81% of 300,000 active. AID 1962;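 active = inhibition above the mean of all tested compounds plus 3 SD, set per screening campaign, cut at about 24% in these data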;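 also: plate controls were DMSO alone for no effect and ferristatin control at 100 nM for full effect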
core dimer inh – blocks dimerization of HCV core protein | TR-FRET GST/Flag-core106 dimerization, 1536-well | inhibition, % at 5 µM | 0.33% of 300,000 active | AID 1899;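 active = inhibition above the mean of all tested compounds plus 3 SD, set per screening campaign, cut at about 45% in these data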
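Material: Tagged HCV core106 pair (GST and Flag) | Amount: GST-core106 13.5 nM, Flag-core106 17 nM | Medium: KF-containing HEPES buffer, pH 7.45, DTT, CHAPS, BSA | Reagent: Eu donor and XL665 acceptor anti-tag antibodies | Schedule: 4 h at 22.5 °C | Technique: Time-resolved FRET, ex 340 nm, em 617 and 671 nm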
CTSL1 counter – blocks F. hepatica cathepsin L1 in PFM18AAP counter-screen. recombinant F. hepatica cathepsin L1, Z-Leu-Arg-MCA fluorescence. inhibition, % at 5.96 µM. AID 1906. 0.49% of 300,000 active;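 active = inhibition above the mean of all tested compounds plus 3 SD, set per screening campaign, cut at about 17% in these data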;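 also: 0% = plate median of test compound wells and 100% = 1 µM Z-Phe-Ala-diazomethylketone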
* marks the source's active call; other numbers are inactive results; i = inactive; ? = inconclusive; · = not tested or not shown; & = joins results of further samples. This is a subset; count on the stated rates, not on these rows.

SMILES	GASC-1 inh	Efflux pump inh	PP5 primary	PP1 counter	LYPLA2 counter	PREPL inhibitor	TPT1 inhibitor	core dimer inh	CTSL1 counter
COC(=O)[C@@]1(Cc2ccc(F)cc2)[C@H]2c3cc(C(=O)N(C)C)n(Cc4ccc(OC)c(OC)c4)c3C[C@H]2CN1C(=O)c1ccccc1	4.8	0.4	3.6	2.5	3.5	12.1	2.7	12.8	-0.1
O=c1c2ccccc2c(-c2cccc(C(F)(F)F)c2)nn1-c1ccccc1	-40.9	0.1	0.9	0.7	-0.6	8.3	-2.8	2.8	1.6
Cc1ccc2cccc(O)c2[n+]1[O-]	19.1	-0.1	4.1	0.5	-1.2	21.0	-1.0	-6.2	5.0
CC1=C/C(=C(/c2cc(C)c(O)c(Br)c2)c2ccccc2S(=O)(=O)O)C=C(Br)C1=O	3.8	0.0	4.0	3.3	-32.9	-24.6	-9.4	-179.6	6.3
Cc1cccc(N(C(=O)c2snc(C(N)=O)c2N)C(C(=O)NCc2ccccc2)c2ccncc2)c1 (configuration not stated)	-13.1	0.1	2.7	0.9	12.1	12.1	-6.3	-1.2	0.3
O=C(NC12CC3CC(CC(C3)C1)C2)N1CCCC(CO)C1 (configuration not stated)	-6.6	0.2	2.0	-4.2	-4.5	-3.7	-3.3	-1.5	-1.3
O=C(c1ccoc1)N1CCCC(N2CCN(c3cccc(C(F)(F)F)c3)CC2)C1 (configuration not stated)	1.7	-0.1	2.8	2.7	17.1	0.9	-2.1	1.0	1.1
CCOc1ccccc1NC(=O)CSc1nnc(-c2cnccn2)n1C	3.0	0.0	4.3	0.3	3.8	2.4	-0.9	4.8	0.2
CC(C)CN1CN(Cc2ccccc2)CNC1=S	8.3	0.0	-0.9	-2.2	11.9	-3.4	-3.2	-4.9	4.1
O=C(NC1CCCCCC1)C1CCN(S(=O)(=O)c2cnc[nH]2)CC1	5.3	0.0	-1.8	-3.9	7.6	6.2	-1.4	-2.3	-4.8
CC(=O)c1ccc(-c2nc3c4ccccc4ccn3c2C(C)=O)o1	-6.9	0.0	0.8	-2.6	5.2	16.1	1.6	5.3	-0.4
CC(C)(C)NC(=O)NC(=O)CN1C(=O)NC(c2ccccc2)(c2ccccc2)C1=O	1.2	0.0	2.1	-0.3	1.8	-25.1	0.8	9.3	-3.1
Cc1cc(C(=O)N2CCCC(N3CCN(c4cccc(C(F)(F)F)c4)CC3)C2)no1 (configuration not stated)	17.6	0.1	1.5	1.5	14.7	9.8	1.8	-6.0	3.4
CC(=O)NS(=O)(=O)c1ccc(N=c2ssc3c2-c2cc(C)ccc2NC3(C)C)cc1	-0.8	-1.7	3.1	1.0	-0.3	-5.1	1.4	-10.0	3.7
CCOC(=O)C(NCc1ccc2c(c1)OCO2)(NC(=O)c1ccccc1)C(F)(F)F (configuration not stated)	-7.9	-0.1	4.0	0.6	5.8	-1.4	-4.9	-3.7	-3.2
Cc1ccc(NC(=O)CN(C)C(=O)COc2ncnc3ccc(Br)cc23)cc1	-1.8	-0.1	-1.0	-2.9	-0.5	2.7	·	·	·
O=C(NCC1CCCO1)c1ccccc1NC(=O)c1cccc2ccccc12 (configuration not stated)	·	0.0	1.8	1.7	-4.6	1.2	-2.8	-1.8	-1.3
CCOC(=O)c1cc(C)sc1/N=C/C1C(=O)CC(C)(C)CC1=O	i	0.0	-2.8	-2.1	0.8	2.5	-0.9	4.0	-2.5
COc1ccc(C2(C)NC(=O)NC2=O)cc1OC (configuration not stated)	-12.6	0.1	2.2	0.8	2.3	4.7	-1.8	-4.9	0.9
CC1(C)CC(=O)C(C=NCCN2CCN(C(=O)c3ccc(Br)cc3)CC2)=C(O)C1	-1.2	0.1	-2.2	-1.3	-5.1	0.8	6.4	-5.3	-4.0
COC(=O)c1sc(C(F)(F)F)c(-c2ccccc2)c1S(=O)(=O)N1CCCC1	-3.3	-0.1	1.9	-0.7	-0.1	8.2	-1.9	-3.1	-2.1
Cc1[nH]c2c(Br)cccc2c1[C@H]1[C@@H](CC#N)C1(C)C	20.1	-0.2	3.1	4.3	4.5	-0.9	-0.8	1.1	3.5
COc1ccc(Br)cc1C(=O)Nc1ccc(N2CCCC2)cc1	48.4	0.1	4.5	3.7	-1.2	9.8	-0.5	-2.3	-2.7
O=C(COC(=O)c1ccccc1O)Nc1ccc(OC(F)F)cc1	2.8	-0.5	0.9	0.1	3.2	6.4	-10.5	-9.0	0.3
CCc1cccc2c(C=C(C#N)C#N)cn(CC(=O)N3CCCCC3)c12	4.0	0.0	2.0	-4.4	6.5	8.4	0.4	1.4	-2.1
The results go on:
SMILES	GASC-1 inh	Efflux pump inh	PP5 primary	PP1 counter	LYPLA2 counter	PREPL inhibitor	TPT1 inhibitor	core dimer inh	CTSL1 counter
Cn1nc(CC(=O)NCc2ccc(F)cc2)c2ccccc2c1=O	6.1	-0.1	-0.2	3.1	2.2	-0.8	-1.6	16.4	0.8
CC(C)=CCOc1ccc([C@@H]2COc3c(ccc4c3C=CC(C)(C)O4)C2)c(O)c1	19.6	-0.1	1.0	0.6	-5.7	21.7	-6.3	0.3	3.5
COCC(O)CSc1c([N+](=O)[O-])nc(C)n1Cc1ccc(OC)c([N+](=O)[O-])c1 (configuration not stated)	-15.1	0.0	-1.9	-0.8	-4.1	6.5	2.8	-1.4	3.4
COC(=O)c1cc(-c2ccc(OC)cc2F)nc2nc(SC)[nH]c(=O)c12	-1.3	0.1	0.3	0.7	-2.7	-5.2	1.6	6.5	3.0
COc1ccc2c(c1)CC/C(=C\c1ccc(OC)c(Cn3cccn3)c1)C2=O	4.6	0.3	4.6	0.3	-8.1	20.2	1.0	14.3	-0.4
CCOC(=O)CNC(=O)CSc1nnnn1-c1cc(C)ccc1C	-1.1	0.9*	2.1	-1.1	-9.6	12.8	0.9	3.9	-5.4
CCCCCC(=O)NN=C1CCN(Cc2ccccc2)CC1	-2.2	0.1	-1.3	-3.2	5.5	-3.3	2.5	-4.4	-1.0
COc1cc(CNCCO)ccc1OCCc1ccccc1	-14.7	-0.2	0.6	-0.7	-3.6	-0.2	-6.4	-13.7	-0.2
Cn1c(SCC(=O)c2ccccc2)nnc1-c1cnccn1	-4.5	0.0	-1.9	1.1	3.8	2.8	-0.3	6.5	5.0
CCOC(=O)CC1C(=O)NCCN1C(=O)Nc1ccccc1 (configuration not stated)	14.3	-0.1	0.2	-2.1	6.7	5.9	0.9	-1.3	6.8
O=C(c1ccccc1)c1coc2ccc(O)c(Cl)c12	2.1	0.3	1.5	-1.4	-3.3	-1.1	-1.3	-6.1	1.0
CCn1c(=O)c(CCC(=O)NCC2CCCO2)c(C)c2c(C)nn(-c3ccccc3)c21 (configuration not stated)	16.3	-0.1	1.0	-0.9	10.0	10.4	-3.6	-26.4	1.6
COc1cccc(CNC(=O)C2CC(=O)N(C3CCCCC3)C2)c1 (configuration not stated)	9.6	0.0	-0.8	-4.0	-2.8	30.9	-0.6	-3.7	4.3
O=C(CSc1nnc(-c2cccnc2)s1)Nc1ccnc2ccccc12	0.6	1.7	-2.2	-0.2	0.2	-16.0	3.2	-9.9	-4.1
CCOc1ccccc1C1C(C(=O)Nc2ccc(OC)cc2)=C(C)Nc2nc(CCCO)nn21 (configuration not stated)	-2.4	-0.2	-1.1	-3.3	-5.9	2.4	1.6	-3.7	0.8
Cc1ccc(-c2noc(C3CCCCC3)n2)cc1	-9.0	0.0	-1.8	0.4	5.7	10.9	-5.3	-3.3	-1.3
O=C(CN1C(=O)c2cccc3cccc1c23)Nc1cccnc1	6.9&8.6	0.0	-0.6	3.3	-4.7	19.0	-3.7	-6.4	2.9
CCSc1nnc(N2C(=O)C(O)=C(C(=O)c3ccco3)C2c2cccc(OC)c2)s1 (configuration not stated)	-2.5	0.2	0.6	7.0	6.6	-2.3	-14.0	-2.4	1.0
O=C1CCCN1c1ccc(S(=O)(=O)Nc2ccc3c(c2)OCCO3)cc1	?	0.0	3.0	-1.8	1.9	-3.6	-0.2	1.2	2.0
Cc1ccc(/C=N/NC(=O)c2cc3ccccc3cc2O)o1	2.0	-0.1	-1.4	5.3	-1.5	13.4	0.5	-11.2	2.2
O=C1/C(=C/c2ccccc2)SC(=S)N1N1C(=O)C2CC2C1=O (configuration not stated)	0.4	0.0	1.8	-0.1	5.7	3.6	-0.4	10.4	3.2
CN(C)/C=N/c1nc2nccc(-c3ccccn3)n2n1	-18.6	-0.1	0.1	-0.9	5.5	1.5	-3.9	0.6	-6.5
O=C(O)c1cc(NN=C2CCN(Cc3ccccc3)CC2)ccc1Cl	3.2	0.0	0.9	-4.5	7.7	28.0	-2.4	4.5	-3.9
Cc1nc(NCCc2ccccc2)c2nnn(Cc3ccccc3Cl)c2n1	25.8	0.0	2.7	-2.3	3.2	5.0	0.0	0.7	-1.5
CCCC(=O)N1CCN(Cc2nc3cc([N+](=O)[O-])ccc3n2C)CC1	-18.1	0.2	-1.9	-4.0	-5.6	4.8	-0.8	5.2	4.3
Continuation:
SMILES	GASC-1 inh	Efflux pump inh	PP5 primary	PP1 counter	LYPLA2 counter	PREPL inhibitor	TPT1 inhibitor	core dimer inh	CTSL1 counter
CSCCC(NS(=O)(=O)c1ccc(Cl)cc1)C(=O)OCC(=O)NC1CC1 (configuration not stated)	4.4	-0.2	1.1	1.1	-1.7	1.5	-5.5	-12.8	-14.3
CCC(C)N1C(=O)CCC1C(=O)NCCc1ccc(Cl)cc1 (configuration not stated)	-3.7	-0.1	0.9	-2.1	-7.7	15.1	0.5	0.8	1.8
CCc1cccc(NC(=O)C2CCCN2S(=O)(=O)c2cccc3cccnc23)c1 (configuration not stated)	-2.5	0.2	1.8	-2.5	-3.8	8.1	2.1	-5.0	-2.3
COc1ccc(-n2c(CNC(=O)c3ccc(S(=O)(=O)N4CCCC4)cc3)n[nH]c2=S)cc1	-1.2	0.3	1.0	-0.7	-5.5	-1.4	-2.4	-0.5	1.9
O=C(NCc1cccnc1)c1cnc2n(c1=O)CCS2	3.6	0.3	4.4	1.6	4.5	9.8	-0.5	-4.0	-1.0
O=C(CSCc1c(F)cccc1Cl)NCCSCc1ccco1	-4.7	0.0	-1.0	-3.6	13.8	0.6	-0.5	6.2	2.6

In a second layout: entries from further up
Below each compound – GASC-1 inh | Efflux pump inh | PP5 primary | PP1 counter | LYPLA2 counter | PREPL inhibitor | TPT1 inhibitor | core dimer inh | CTSL1 counter
- CCC(C)N1C(=O)CCC1C(=O)NCCc1ccc(Cl)cc1 (configuration not stated)
    -3.7 | -0.1 | 0.9 | -2.1 | -7.7 | 15.1 | 0.5 | 0.8 | 1.8
- CCc1cccc(NC(=O)C2CCCN2S(=O)(=O)c2cccc3cccnc23)c1 (configuration not stated)
    -2.5 | 0.2 | 1.8 | -2.5 | -3.8 | 8.1 | 2.1 | -5.0 | -2.3
- COc1ccc(-n2c(CNC(=O)c3ccc(S(=O)(=O)N4CCCC4)cc3)n[nH]c2=S)cc1
    -1.2 | 0.3 | 1.0 | -0.7 | -5.5 | -1.4 | -2.4 | -0.5 | 1.9
- O=C(NCc1cccnc1)c1cnc2n(c1=O)CCS2
    3.6 | 0.3 | 4.4 | 1.6 | 4.5 | 9.8 | -0.5 | -4.0 | -1.0
- O=C(CSCc1c(F)cccc1Cl)NCCSCc1ccco1
    -4.7 | 0.0 | -1.0 | -3.6 | 13.8 | 0.6 | -0.5 | 6.2 | 2.6
